MCF10A rerep – A quantitative high throughput screen for small molecules that induce DNA re-replication in MCF 10a normal breast cells; 350,000 tested, 2.9% active; Potency, µM (highest dose often 46.1 µM), for inactives: at the highest dose activity, positive = re-replication, actives largely listed as activators; MCF 10A DNA re-replication, Hoechst nuclear intensity, 48 h; note: potency is the fitted concentration of half-maximal effect; % of control where 0% means no effect; nearly all actives have a fitted effect of over 50% in size
ATXN2 expr inh – Primary qHTS for Inhibitors of ATXN expression; HEK-293 ATXN2-luciferase reporter, luminescence, 24 h; 360,000 tested, 0.72% active; Potency, µM (series often up to 57 µM), without a hit: at the top dose activity change, negative = inhibition, hits mostly inhibitors; note: potency is the fitted concentration of half-maximal effect; % is set by controls: 0 for no effect and ±100 for the full control effect; nearly all actives have a fitted effect of over 55% in size
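ATXN2-luciferase reporter cells (luciferase flanked by upstream and downstream ATXN2 gene portions) were treated 24 h at 37 °C with compounds at up to 57 uM. SteadyGlo luminescence gave expression; GF-AFC fluorescence gave viability.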
SW480 rerep – A quantitative high throughput screen for small molecules that induce DNA re-replication in SW480 colon adenocarcinoma cells; 340,000 tested, 1.8% active; Potency, µM (highest dose often 46.1 µM), for the others: top-dose re-replication activation, most hits filed as activators; SW480 DNA re-replication, Hoechst DNA content imaging, 48 h; note: potency is the fitted concentration of half-maximal effect; % of control where 0% means no effect; nearly all actives have a fitted effect of over 55% in size
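Cells (250 per well) received 23 nL compound or DMSO by pin tool and were kept 48 hr at 37 C, 5% CO2. Nuclei were then stained with Hoechst for 40 min and scanned for DNA content.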
HepG2 tox – qHTS for Inhibitors of TGF-b: Cytotox Counterscreen | 410,000 tested, 0.76% active | AID 588856, 2011 | Potency, µM (highest dose often 46.1 µM), without a hit: at the highest dose activity change, negative = cytotoxicity, actives largely listed as cytotoxic | HepG2 CAGA-GFP viability, ATP luminescence, 18 h; note: potency is the fitted concentration of half-maximal effect; some results filed as inactive show a strong effect at the top dose
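HepG2 CAGA-GFP cells (1000/well, DMEM with 1% FBS) received compound, then TGF-beta at 500 pg/mL final, and were incubated 18 hours at 37 degrees C. Viability was read by CellTiter-Glo luminescence. Media-only wells were set as complete cell-killing and DMSO as no toxicity.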
HT1080 IDH1KD tx – qHTS for induction of synthetic lethality in tumor cells producing 2HG: qHTS for the HT-1080-IDH1KD cell line; 360,000 tested, 2% active; Potency, µM (top dose mostly 46.1 µM), inactives show at the highest dose activity, negative = toxicity, usual class: cytotoxic; HT-1080 IDH1 knockdown viability, ATP luminescence, 48 h;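 note: potency is the fitted concentration of half-maximal effect; 0% = DMSO wells and -100% = cell-free medium wells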
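IDH1KD HT-1080 cells, 750/well, RPMI + 5% FBS; compound pinned after 2 h settling; 48 h, 37 °C; CellTiter-Glo luminescence; % activity normalised to DMSO and no-cell wells; curves fitted, classed by r2 and efficacy.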
ATXN viability – Viability Counterscreen for Primary qHTS for Inhibitors of ATXN expression; Potency, µM (series often up to 56.7 µM), usual class: cytotoxic; S2 cells (HEK-293 line with an ATXN2-luciferase reporter) viability, CellTiter-Fluor protease fluorescence, 24 h; 400,000 tested, 0.49% active; AID 651635, 2014; note: potency is the fitted concentration of half-maximal effect; nearly all actives have a fitted effect of over 40% in size
KB-3-1 cytotox – qHTS assay for MDR1-selective chemotherapeutics: Primary screen using the parental adenocarcinoma cell KB-3-1 | AID 1347075, 2019 | KB-3-1 viability, CellTiter-Glo ATP luminescence, 72 h | 400,000 tested, 1.4% active | Potency, µM (highest dose often 46.1 µM), for the others: at the top dose activity change, negative = cytotoxic, most hits filed as cytotoxic; note: potency is the fitted concentration of half-maximal effect; % is set by controls: 0 for no effect and ±100 for the full control effect; nearly all actives have a fitted effect of over 60% in size
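KB-3-1 cells, DMEM (no phenol red) + 10% FBS; compound by pin transfer, 72 h, 37 °C. Readout: CellTiter-Glo luminescence after 10 min. Data normalized, curve-fitted.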
IL1B secr inh – qHTS for Inhibitors of Inflammasome Signaling: IL-1-beta AlphaLISA Primary Screen. THP-1 LPS/ATP IL-1B secretion, AlphaLISA, 16 h; active compounds read low. 360,000 tested, 4.7% active. activity change, % at 57.5 µM; in the data active = activity change below about -50%; inconclusive = mostly about -30% to -49%; note: % is set by controls: 0 for no effect and ±100 for the full control effect
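Secreted IL-1B measured by AlphaLISA bead assay after 16 h compound exposure of THP-1 cells; compounds (final up to 57.5 uM) added 1 h before LPS (250 ng/mL) and ATP (1.25 mM) stimulation; lower signal means less secretion.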
HT1080NT lethal – qHTS for induction of synthetic lethality in tumor cells producing 2HG: qHTS for the HT-1080-NT fibrosarcoma cell line | Potency, µM (top dose mostly 46.1 µM), without a hit: top-dose activity, negative = less viability, actives largely listed as cytotoxic | 360,000 tested, 1.6% active | HT-1080-NT fibrosarcoma viability, CellTiter-Glo ATP luminescence, 48 h;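 note: NT is the 2HG producing partner of a matched IDH1 knockdown line; potency is the fitted concentration of half-maximal effect; 0% = DMSO-treated cells and -100% = media-only wells without cells; nearly all actives have a fitted effect of over 55% in size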
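HT-1080-NT fibrosarcoma cells (2HG-overproducing), 750 cells/well in RPMI with 5% FBS, dosed after 2 h and incubated 48 h at 37C. CellTiter-Glo luminescence normalized to DMSO and no-cell wells; concentration-response curves fitted and classed.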
* marks the source's active call; other numbers are inactive results; i = inactive; ? = inconclusive; nt = not tested or not shown; & = joins results of further samples; [ ] = dose if it differs, or a comment. Unless noted, calls come from the whole dose curve; as a rule, active = well fitted curve in the direction sought with a large enough effect; inconclusive = small, poorly fitted or top-dose-only effect, or another doubt; inactive = no such curve, though single readings can be large; an effect the other way counts as inactive or inconclusive.

compound,MCF10A rerep,ATXN2 expr inh,SW480 rerep,HepG2 tox,HT1080 IDH1KD tx,ATXN viability,KB-3-1 cytotox,IL1B secr inh,HT1080NT lethal
CCC(C)NC(=O)CSc1nnc(-c2ccc(OC)c(OC)c2)c(-c2ccc(OC)c(OC)c2)n1 (configuration not stated),-9%,nt,2%,-1%,3%,i,-1%,-8,5%
CCOCCCNS(=O)(=O)c1ccc2c(c1)oc(=O)n2CC(=O)OCC,-25%,0%,-2%,-1%,3%,i,1%,13,3%
S=C(NCc1cccs1)Nc1cccc(Cl)c1,6%,-4%,?,-20%,?,i,?,18,?
COc1ccccc1/C=C1\SC(=S)N(CCC(=O)N2CCCCC2CCO)C1=O (configuration not stated),?,3%,-1%,-19%,-13%,?,-9%,?,-4%
Cc1ccc(N2CC(C(=O)Nc3ccc4c(c3)OCO4)CC2=O)cc1 (configuration not stated),5%,18%,14%,3%,-3%,i,0%,-6,-2%
Fc1ccc2cnc(-c3cccnc3)cc2c1,8%,26%,-3%,-22%,-3%,i,3%,3,-2%
COc1ccc(C(NC(=O)C2CCN(CCCOc3ccccc3)CC2)c2ccccn2)cc1 (configuration not stated),nt,-3%,nt,-10%,-1%,i,0%,-13,4%
COc1ccccc1NC(=O)N1CCN(c2ccnc3cc(Cl)ccc23)CC1,-7%,-36%,-6%,-38%,-22%,i,-10%,-75*,-2%
CN(CCO)c1ccc(C(C(=O)c2ccccc2)c2ccc(N(C)CCO)cc2)cc1,-2%,3%,-42%[inhibitor][9.22 µM],-10%,-16%,i,9%,?,0%
O=C(c1cccc(F)c1)N1CCC(c2nc3ccccc3s2)CC1,?,-24%,-52%[inhibitor],-21%,4%,i,-3%,36,0%
CCOC(=O)c1[nH]c(CO)c(C(=O)OCC)c1C,6%,11%,-3%,-5%,20%,i,15%,-2,18%
C[C@H](CO)N1C[C@H](C)[C@@H](CN(C)S(=O)(=O)c2ccccc2C#N)OCc2cnnn2CCCC1=O,nt,7%,nt,5%,4%,i,5%,36,-7%
Nc1nc2ccc(S(=O)(=O)N3CCCCC3)cc2s1,-1%,?,2%,-31%,1%,?,-1%,-106*,0%
CCc1ccc(N(CC(=O)Nc2ccccc2C(=O)N2CCCC2)S(C)(=O)=O)cc1,1%,3%,6%,-23%,-5%,i,nt,-7,1%
CC(C)n1c(COc2ccccc2)nc2ccccc21,-8%,2%,0%,-7%,8%,i,2%,?,7%
Cc1cn([C@H]2C[C@H](O)[C@@H](CCC(=O)NCCc3cnc[nH]3)O2)c(=O)[nH]c1=O,-3%,-10%,3%,-12%,0%,i,0%,-23,2%
CCCCn1nc(C(=O)Nc2ccccc2N2CCCC2)c2ccccc2c1=O,?,-22%,-1%,-3%,-1%,i,-9%,-9,2%
CCOc1ccc(N2C(=O)CC(NC3CCN(C(=O)c4ccc(F)cc4)CC3)C2=O)cc1 (configuration not stated),0%,6%,0%,2%,8%,?,nt,3,5%
O=[N+]([O-])/C(C(=C(Cl)Cl)N1CCN(Cc2ccccc2)CC1)=C1\NCCN1Cc1ccc(Cl)nc1,2%,-6%,-1%,-24%,-6%,?,-8%,?,-11%
Cc1cc(C(=O)Nc2nnc(C(F)(F)F)s2)no1,?,5%,-1%,-6%,7%,i,8%,35,-5%
COc1ccc(CCNC(=O)CNS(=O)(=O)c2ccc(Br)cc2)cc1,-4%,nt,12%,-7%,17%,i,0%,4,-2%
Cc1cc(C)n(-c2ccc(C(=O)Nc3ccc4c(c3)OCCO4)cc2)n1,?,22%,-6%,-6%,-7%,i,4%,?,-13%
O=C1OCCN1c1c(-c2ccccc2)c(N2CCOCC2)nc2ccccc12,-2%,-22%,-4%,-2%,-8%,?,6%,16,0%
O=C(COc1ccccc1Cl)Nc1nnc(S(=O)(=O)N2CCCC2)s1,-1%,6%&2%,-5%,-10%&7%,-1%,i,-5%&-1%,-20,0%
Cc1nn(CCCC(=O)NCCc2ccccc2)c(=O)c2nn(-c3ccccc3)c(C)c12,0%,-16%,6%,-21%,-9%,i,4%,?,-8%
CC1=NN(c2ccccc2)C(=O)/C1=C\N1CC(C)OC(C)C1 (configuration not stated),1%,1%,?,-16%,-13%,i,-25%,-7,-19%
CCc1ccc(-n2nc(C)c3c(C(=O)N4CCN(c5cccc(Cl)c5)CC4)cc(C)nc32)cc1,nt,3%,nt,5%,nt,i,-25%,nt,nt
CCc1cccc(NC(=O)CCC(=O)O)c1,-1%,-12%,-3%,-5%,27%,i,-1%,-14,19%
Cc1ccc(F)cc1NC(=O)CSc1ncccn1,-3%,-2%[11.3 µM],5%,-9%,16%,i,3%,32,15%
COc1ccc(C(=O)N2CCN=C2c2ccccc2)cc1OC,-1%,1%,-7%,5%,3%,i,7%,0,2%
Cc1nnc(N2CCN(c3cccc(Cl)c3)CC2)c2c1nnn2Cc1ccc(F)cc1,nt,5%,nt,1%,nt,i,1%,nt,nt
O=C(N/N=C/c1ccccn1)c1cccc(S(=O)(=O)Nc2ccccc2Cl)c1,13%,-36%,-2%,-25%,?,i,6%,92,-18%
CCOc1ccc(S(=O)(=O)N(CC(=O)N/N=C/c2cccs2)c2ccc(C)cc2)cc1,5%,-25%,-4%,-8%,?,i,14%,-5,?
Cc1ccccc1OCC(=O)OCC(=O)NCCNC(=O)COC(=O)COc1ccccc1C,-2%,-5%,5%,-21%,-4%,i,-15%,37,-1%
CCN(CC)C(=O)CSc1nc(C)cc(C)c1C#N,1%,5%,-6%,6%,16%,i,0%,9,21%
CCc1cc2c(N3CCCCC3)ncnc2s1,?,-9%,-1%,-8%,-16%,?,-2%,11,-16%
COc1cccc(C(O)c2ncc(-c3ccc4ccccc4c3)[nH]2)c1 (configuration not stated),nt,14%,nt,-38%,0%,i,-23%,18,-9%
Cc1ccc(SCC(=O)Nc2ccc(-c3nc4ccccc4[nH]3)cc2)cc1,13µM*,-22%,8%,-42%,-3%,i,-9%,18,-11%
Cc1ccc(-c2ccc(NC(=O)C3C4C=CC(C4)C3C(=O)O)cc2)o1 (configuration not stated),17%,69%[activator],?,-19%,11%,i,1%,?,0%
CC(C)N(Cc1ccccc1)C(=O)C1CCN(c2ncnc3c2nc2n3CCCCC2)CC1,0%,-6%,-5%,-9%,-3%,i,1%,-3,-15%
C=CC[C@@H](CC(=O)N(CCO)Cc1ccccc1)C(=O)NCCOC(=O)[C@@H](CC=C)Cc1ccc(F)cc1,9%,-21%,-48%[inhibitor],-1%,-1%,?,0%,-2,-3%
Cc1ccc(N2C(=O)Nc3ccc(Br)cc3C2(O)C(=O)NCCCN(C)C)cc1C (configuration not stated),1%,-25%,-7%,-5%,0%,?,29%,10,9%
CSc1ccccc1NC(=O)COc1ccc(Cl)cc1Cl,5%,9%,?,-35%,-21%,i,?,0,-16%
Cc1ccc2nc(NC(=O)c3ccc(Cl)s3)sc2c1,60%,48%[activator],-2%,2%,11%,i,-10%,-13,0%
CCC(C)OC(=O)C1=C(C)NC(=O)NC1c1ccc(F)cc1 (configuration not stated),?,8%,?,1%,10%,i,16%,27,-3%
N#C/C(C(=O)c1ccccc1)=C1/CCCCCN1,-19%,24%,-3%[9.22 µM],-12%,1%,i,?,0,12%
COc1cc(OC)cc(C(=O)Nc2ccc(S(=O)(=O)Nc3ncccn3)cc2)c1,3%,9%,?,-5%&-5%,-1%,i,-1%&-9%,9,-2%
CN(C)CCNC(=O)C(c1ccccc1)c1ccccc1,4%,nt,-18%,-2%,0%,i,-2%,-15,8%
COc1cccc(OC)c1/C=C/C(=O)NC1CCCCC1,2%,nt,2%,-4%,0%,i,-1%,-17,4%
NS(=O)(=O)c1ccc(NC(=O)c2cc(Cl)ccc2Cl)cc1,19%,3%,1%,-23%,-6%,i,-2%,-20,-6%

(next part)
compound,MCF10A rerep,ATXN2 expr inh,SW480 rerep,HepG2 tox,HT1080 IDH1KD tx,ATXN viability,KB-3-1 cytotox,IL1B secr inh,HT1080NT lethal
Cc1nn(-c2ccccc2)c(C)c1C(=O)NCc1ccc(S(N)(=O)=O)cc1,21%,5%,-5%,22%,0%,i,-3%,28,-1%
CC(C)C[C@H]1CNC(=S)N1C[C@H]1CCCN1C[C@H](Cc1ccccc1)N1C[C@H](Cc2ccc(O)cc2)N(CCc2ccccc2)C1=S,nt,?,nt,-9%,-29%,?,?,-28,?
COc1ccc(N(C(=O)c2cccc(OC)c2OC)C2C=CS(=O)(=O)C2)c(OC)c1 (configuration not stated),-8%,6%,-13%,-4%,11%,i,0%,0,10%
O=C(c1ccccc1)c1ccsc1C(=O)c1ccccc1,nt,nt,nt,-30%,?,nt,-14%,0,2%
CSc1nsc(SCC(=O)Nc2ccc(Cl)c(C(=O)O)c2)n1,-6%,-30%,-9%,7%,-1%,i,1%,4,16%
CCc1nnc(NC(=O)CSc2nc3c(cc2C#N)CCCC3)s1,18%,-1%,-4%,2%,13%,i,16%,-11,26%
CC(Sc1nnc(C2CC2)n1-c1ccccc1)C(=O)N1CCCC1 (configuration not stated),16%,15%,-87%,-3%,12%,i,9%,11,2%

Assay outcomes as filed in PubChem BioAssay.
